Bioassay records deposited in PubChem by several laboratories.
MgcRacGAP inhibition = MgcRacGAP GTPase-activating activity inhibitors, confirmation, biochemical, ADP Hunter fluorescence | Rac GTPase-activating protein 1 (Homo sapiens) | MgcRacGAP-stimulated Rac1 GTP hydrolysis, ADP Hunter fluorescence; higher % means a stronger effect; GST-tagged Rac1 F28L mutant substrate | inhibition, % at 30 µM; hits with a dose series show IC50 in µM | hit rate 0.6% among 340,000 | AID 624330, 2012;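 active = first-screen hits whose inhibition reached a set limit at any dose in the follow-up dose series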;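 note: fluorescence reports GDP produced by GAP-driven GTP hydrolysis; strong numbers were not always called active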
NTR1 agonist = agonists of NTR1, primary screen, imaging, U2OS cells, beta-arrestin-GFP, high content (AID 493036); activation, % at 20 µM; NTR1-U2OS beta-arrestin-GFP spot imaging, agonist mode; hit rate 0.17% among 330,000; Neurotensin receptor type 1 (Homo sapiens), P30989;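 active = activation at or above 40% of the spot to cytoplasm intensity ratio, with at least 20 cells analyzed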;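 note: 0% = DMSO without peptide and 100% = 100 nM NTR1 peptide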
Target sequence (P30989 whole entry, looked up): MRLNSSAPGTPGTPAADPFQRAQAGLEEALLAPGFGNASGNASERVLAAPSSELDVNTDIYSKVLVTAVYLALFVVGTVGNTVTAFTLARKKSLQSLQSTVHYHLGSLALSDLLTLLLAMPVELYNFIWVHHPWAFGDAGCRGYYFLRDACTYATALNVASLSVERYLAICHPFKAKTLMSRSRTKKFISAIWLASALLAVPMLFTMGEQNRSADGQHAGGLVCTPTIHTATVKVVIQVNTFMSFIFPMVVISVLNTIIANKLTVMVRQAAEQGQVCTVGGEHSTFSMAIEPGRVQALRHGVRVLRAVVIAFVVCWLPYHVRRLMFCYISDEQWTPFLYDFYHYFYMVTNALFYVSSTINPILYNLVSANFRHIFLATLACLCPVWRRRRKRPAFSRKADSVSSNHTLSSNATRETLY
K1F lysis inhibition = inhibition of K1F phage lysis, E. coli UTI89, bacterial capsule biogenesis inhibitors, alamar blue (AID 488966) | E. coli UTI89 K1F phage lysis, alamar blue, 2 h; higher % means a stronger effect | inhibition, % at 100 µM, or IC50 in µM where a hit was titrated | hit rate 0.02% among 340,000;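 active = phage lysis inhibition, versus mean bacterial control, above a set limit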;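 note: capsule biogenesis inhibitors block K1F phage lysis so surviving cells raise fluorescence; higher fluorescence means more inhibition of phage lysis; actives were called in the ten point dose series up to 300 µM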
GPR55 beta-arrestin = GPR55 agonists via beta-arrestin recruitment, primary screen, imaging, U2OS cells, beta-arrestin-GFP redistribution (AID 1961); one-dose activation, % at 10 µM; EC50 in µM for titrated hits; U2OS GPR55 beta-arrestin-GFP redistribution imaging; higher % means a stronger effect; hit rate 0.048% among 290,000;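 active = activation above 40% with more than 50 cells counted in the well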;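 note: U2OS osteosarcoma cells stably expressing GPR55 and beta-arrestin-GFP; plate controls were DMSO negative control for no effect and LPI positive control for full effect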
KOR beta-arrestin-1 = KOR agonists, beta-arrestin recruitment, primary screen, cell-based, luminescence, uHTS (AID 1777) | Kappa-type opioid receptor (Homo sapiens) | hit rate 0.02% among 280,000 | KOR beta-arrestin recruitment, luminescence; higher % means a stronger effect | activation, % at 10 µM, or EC50 in µM where a hit was titrated; in the data active = activation above about 50%, passing the limit was not always enough; note: a part of the inactive calls stands beside numbers as strong as those of hits
NOD1 inhibition = NOD1 signaling inhibitors, primary screen, cell-based, luminescence, uHTS (AID 1578); NOD1-driven NF-kB luciferase reporter cells, luminescence; higher % means a stronger effect; inhibition, % at 4 µM, or EC50 in µM where a hit was titrated; hit rate 1% among 290,000; in the data active = inhibition mostly above about 36%, no sharp cut-off; inactive = mostly below about 34%;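 note: HEK-293T reporter cells stimulated with the NOD1 agonist gamma-tri-DAP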
KOR beta-arrestin-2 = KOR antagonists, beta-arrestin recruitment, cell-based, luminescence, uHTS (AID 1778) | Kappa-type opioid receptor (Homo sapiens) | KOR beta-arrestin recruitment, luminescence, antagonist mode; higher % means a stronger effect | inhibition, % at 10 µM, or IC50 in µM where a hit was titrated | hit rate 0.091% among 290,000; in the data active = inhibition above about 50%; note: strong numbers were not always called active
GPR35 antagonists = GPR35 antagonists blocking zaprinast-driven arrestin recruitment, primary screen, imaging, U2OS, beta-arrestin-GFP, zaprinast agonist (AID 2058). G-protein coupled receptor 35 (Homo sapiens). U2OS GPR35 beta-arrestin-GFP translocation imaging, zaprinast antagonism; higher % means a stronger effect. inhibition, % at 10 µM; hits with a dose series show IC50 in µM. hit rate 0.052% among 290,000;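 active = inhibition of at least 50% with at least 30 cells and total cytoplasm GFP at most 10,000,000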
GPR55 antagonists = GPR55 antagonists blocking LPI-driven arrestin recruitment, primary screen, imaging, U2OS, beta-arrestin-GFP, LPI agonist (AID 2013); inhibition, % at 10 µM, or IC50 in µM where a hit was titrated; U2OS GPR55 beta-arrestin-GFP translocation imaging, LPI antagonism; higher % means a stronger effect; hit rate 0.13% among 290,000;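 active = spots per cell inhibited over 60%, with over 100 cells counted and total cytoplasm intensity under 500,000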;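 note: U2OS cells stably carrying GPR55 and arrestin-GFP stimulated by 5 µM LPI near EC80; imaged beta-arrestin-GFP aggregate spots per cell after agonist stimulation; plate controls were LPI-stimulated DMSO wells for no effect and DMSO wells without LPI for full effect; some results filed as inactive read as strong as hits; confirmed hits need IC50 under 10 µM and bright autofluorescent wells are also inconclusive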
NTR1 agonist cell count 20 µM = second read-out of NTR1 agonist, no call of its own (marks repeat the call); cell count; measured here: cell count, cytotoxicity flag
The depositor's hits bear a star; · = not tested or not shown; [ ] = dose if it differs, or a comment. Some of the compounds tested; the hit share may differ from the screen's.

no.	molecule	MgcRacGAP inhibition	NTR1 agonist	NTR1 agonist cell count 20 µM	K1F lysis inhibition	GPR55 beta-arrestin	KOR beta-arrestin-1	NOD1 inhibition	KOR beta-arrestin-2	GPR35 antagonists	GPR55 antagonists
1	COc1ccc(-n2cc(CNCC3CC(=O)N(C4CC4)C3)c(-c3ccccc3Cl)n2)cc1 (stereo not given)	5%	1.6	41	0.3%	0.2%	·	28%	11%[20 µM]	19%	10%
2	Cc1cc(C)c(NC(=O)CSc2nnc(Cc3cccn3C)n2-c2ccc(F)cc2)c(C)c1	7%	-0.6	31	1.4%	-0.1%	3.1%	·	-6%	1%	0%
3	Cc1cccc(C2=NNC(=O)C(c3ccc(Cl)cc3)C2)c1 (stereo not given)	3%	0.2	40	0.0%	-0.5%	1.6%	25%	-40%	-6%	-9%
4	C/C(N)=C(/C#N)C(=O)COC(=O)CNC(=O)c1ccc(Cl)cc1Cl	6%	1.7	34	0.1%	-0.4%	1.5%	-32%	28%	3%	8%
5	O=C(CSCc1c(Cl)cccc1Cl)NCc1cccnc1	6%	2.6	55	0.4%	-0.1%	1.9%	1%	-23%	11%	9%
6	COc1ccc(OC)c(C(c2c(O)nc(SC)[nH]c2=O)c2c(O)nc(SC)[nH]c2=O)c1	22%	0.1	77	0.7%	0.3%	1.6%	-5%	8%	-19%	5%
7	COC(=O)c1nnn(CC(=O)Nc2cc(Cl)ccc2C)c1C(=O)OC	0%	-1.8	62	1.7%	-0.1%	2.3%	2%	-48%	18%	12%
8	CCOC(=O)CN1C(=O)S/C(=C\c2ccc3c(c2)OCO3)C1=O	8%	1.4	43	0.4%	-0.3%	-1.5%	17%	-25%	-6%	-13%
9	CC1(C)OC(=O)C2(Cc3ccccc3N3CCCCC32)C(=O)O1 (stereo not given)	8%	-1.5	90	0.2%	0.1%	-2.5%	10%	-14%	3%	1%
10	Cc1ccc(C2c3c(-c4ccccc4O)n[nH]c3C(=O)N2Cc2ccncc2)cc1 (stereo not given)	14%	10	58	-0.3%	-0.1%	-3.9%	·	36%	-6%	10%
11	Cc1ccc(C(=O)NCCCN2CCOCC2)c(Cl)c1	-2%	-0.9	50	-0.6%	-0.2%	-5.1%	-13%	-21%[20 µM]	3%	6%
12	COc1ccc(C(=O)/C=C/c2ccccc2F)c(OC(=O)c2ccc([N+](=O)[O-])cc2)c1	12%	0.7	96	1.3%	0.6%	1.9%	-61%	22%	2%	·
13	O=C(CN(Cc1ccco1)C(=O)CNS(=O)(=O)c1ccccc1)NCc1ccccc1	6%	-0.2	58	0.6%	2.3%	-2.1%	-9%	8%	4%	-8%
14	C=C(C)Cn1c(-c2ccccc2)nc2ccccc21	6%	1.7	65	0.0%	-0.1%	-2.5%	5%	12%	-1%	-1%
15	COc1ccc(NC2=NCC(=O)N2c2ccccc2F)c(OC)c1	6%	-1.9	75	5.5%	-0.1%	9.2%	0%	-6%	4%	4%
16	COc1ccc(NC(=O)Cc2ccc(Cl)c(Cl)c2)cn1	-8%	0.6	35	-0.5%	0.3%	-1.4%	-20%	-7%	-5%	0%
17	COc1ccc(CNc2oc(COc3ccccc3Cl)nc2C#N)cc1	4%	1.9	81	-0.2%	-0.1%	-3.9%	21%	0%	3%	10%
18	CCOc1ccc(-c2noc(COC)n2)cc1OC	1%	0.2	41	-0.2%	0.2%	-0.8%	-27%	15%	-10%	-5%
19	Cc1ccc(-n2ncc3c(NNC(=O)Cc4ccccc4)ncnc32)cc1	5%	1.6	48	2.8%	0.7%	-0.1%	12%	12%	-15%	-3%
20	Cc1ccc(OCC(=O)N2c3ccccc3CC2C)c([N+](=O)[O-])n1 (stereo not given)	5%	0.4	45	0.1%	-0.3%	-1.9%	-28%	-6%	-4%	11%
21	O=C(Nc1ccc2c(c1)CCC2)c1ccc(Br)s1	7%	4.4	65	0.8%	-0.1%	6.9%	10%	-31%	6%	9%
22	COc1ccc(-c2cc(C(=O)Nc3cc(C)on3)c3ccccc3n2)c(OC)c1	3%	-0.2	57	1.0%	0.5%	9.9%	0%	1%	10%	7%
23	COCCOCCOCCC(=O)NC1CC2CCC1(C)C2(C)C (stereo not given)	-1%	-0.6	57	4.7%	0.0%	3.5%	14%	7%	-8%	-14%
24	COc1ccc(-c2csc(NC(=O)c3cc(C)oc3C)n2)cc1OC	6%	9.5	70	0.1%	0.0%	0.6%	-32%	-14%	2%	20%
25	Oc1ccc(Br)cc1/C=N/n1c(COc2ccccc2)n[nH]c1=S	12%	5.9	76	0.2%[50 µM]	-0.2%	4.0%	7%	-36%	-5%	4%
26	Cc1ccccc1Nc1nc(N)nc(CSc2ccc(F)cc2)n1	8%	0.1	41	-0.2%	-0.4%	9.9%	-34%	-7%	12%	-4%
27	Cc1cccc(N/C=C/C(=O)c2ccc(Cl)cc2)c1	5%	-0.6	81	-0.1%	0.0%	2.8%	-14%	-46%	21%	8%
28	CCOC(=O)Nc1ccc(Oc2ccccc2)cc1	1%	-0.8	89	1.2%	-0.1%	-1.3%	-28%	26%	-6%	-13%
29	O=C(CN1CCCc2ccccc21)NCCc1ccc(F)cc1	6%	1.9	61	0.7%	-0.3%	6.4%	-1%	-33%	12%	3%
30	OC1CCCN(C(=S)Nc2ccc(SC(F)F)cc2)C1 (stereo not given)	9%	0.3	76	3.5%[50 µM]	-0.1%	-3.4%	-23%	31%	-9%	2%
31	Brc1ccc(-c2ncc(-c3ccccc3)cn2)cc1	13%	0.2	40	1.9%	-0.2%	4.5%	-84%	-17%	1%	25%
32	CC1CCN(C(=O)CN(Cc2ccc(Cl)cc2)S(C)(=O)=O)CC1	-11%	0.1	59	-0.5%	-0.1%	-5.4%	-25%	13%	7%	10%
33	O=C(Oc1ccc2c3c(c(=O)oc2c1)CCCC3)c1cccs1	16%	4.2	82	0.0%	-0.1%	-0.7%	2%	-6%	-13%	0%
34	CCN(CC)CCCN1C=C2C(=O)C(C)(OC(=O)C3CCCC3)C(=O)C=C2C=C1c1ccsc1 (stereo not given)	5%	-3.8	78	0.8%	-0.1%	·	-2%	12%	9%	-4%
35	Cc1ccc2c(Cl)cc(Cl)c(OCC(=O)NCCc3ccccn3)c2n1	1%	1.1	40	-0.3%	-0.5%	-1.8%	-24%	9%	-7%	-2%
36	CCOc1ncccc1C(=O)OCC(=O)N1CCN(S(=O)(=O)c2ccc(Cl)cc2)CC1	7%	-1.5	93	-0.1%	0.2%	2.0%	31%	14%	-6%	1%
37	COc1ccc(/C=N/NC(=O)c2ccc(OC)c(OC)c2)cc1COc1c(F)c(F)c(F)c(F)c1F	6%	1.0	59	1.1%[50 µM]	-0.1%	8.8%	-5%	10%	6%	3%
38	Cc1coc2c(C)c3oc(=O)c(CCC(=O)N4CCC(C(=O)NCCCC(=O)O)(c5ccccc5)CC4)c(C)c3cc12	8%	-1.9	47	0.5%	0.2%	-1.0%	-15%	-6%	6%	14%
39	COc1ccccc1NC(=O)CSc1nnc(Cn2nnc(-c3ccccc3)n2)n1-c1ccccc1	6%	11	73	-0.1%	-0.1%	6.1%	11%	-2%	-10%	-9%
40	COc1cccc(OC)c1C(=O)Nc1nc(-c2ccccc2)cs1	10%	-0.6	57	-0.3%	-0.1%	·	44%	-12%[20 µM]	0%	26%
41	CC1(C)Cc2cccc(OCC(=O)OCC(=O)Nc3cccc(S(N)(=O)=O)c3)c2O1	7%	2.5	56	0.3%	0.9%	-0.2%	-4%	29%	5%	-4%
42	CCOc1ccc(S(=O)(=O)NN)cc1	4%	-1.7	95	0.2%	0.3%	-0.6%	23%	-26%	-2%	1%
43	O=C(CSc1nnc(-c2ccncc2)o1)N1CCc2ccccc2C1	3%	0.1	41	0.3%	-0.2%	-7.0%	-31%	2%	-8%	9%
44	CCN(CC)CCC(c1ccc(OC)cc1)c1c(O)cc(OC)cc1OC (stereo not given)	9%	-3.6	108	2.0%	0.0%	0.7%	1%	22%	-21%	-4%
45	Cc1ccc(C(=O)CCNc2ccccc2)o1	7%	1.5	64	-2.1%	0.2%	3.8%	-16%	-5%	3%	6%
46	Cc1ccc(NC(=O)CC2COc3ccccc3O2)cc1 (stereo not given)	8%	-1.9	75	0.0%	-0.1%	3.7%	-18%	-5%	10%	15%
47	COc1ccc(/C=N/Nc2nc(=O)[nH]nc2C)cc1OC	-2%	-0.2	86	0.7%	-0.2%	-0.9%	-4%	8%	8%	-4%
48	C#CCOC(=O)Nc1ccc(OCC(F)(F)F)nc1	10%	-0.6	56	1.0%	0.3%	-0.5%	-5%	35%	0%	-14%
49	O=C(NCCOc1ccccc1)c1ncn[nH]1	2%	3.1	56	0.0%[50 µM]	0.5%	0.4%	·	5%	5%	3%
50	O=C(O)c1ccc(OC(F)(F)C(F)C(F)(F)F)cc1 (stereo not given)	12%	-0.5	50	9.9%	-0.3%	-2.1%	-3%	14%	0%	-13%
51	Nc1ncnc2c1ncn2CCOc1ccccc1	9%	-1.9	54	0.2%	-0.1%	1.9%	-16%	41%	1%	11%
52	COc1ccc(CN(C(=O)CSc2nnc(-c3ccc(OC)c(OC)c3)o2)c2ccc(F)cc2)cc1	-2%	3.7	76	0.3%	-0.3%	-4.6%	22%	-9%	-6%	-2%
53	Cn1cc(S(=O)(=O)N2CCOCC2)cc1C(=O)NCc1ccc(Cl)cc1	2%	2.8	40	4.2%	-0.1%	-1.3%	-16%	-2%[20 µM]	0%	5%
54	CN(C)S(=O)(=O)NC(c1ccccc1)c1ccccc1	9%	-2.6	51	0.1%	-0.1%	1.4%	-27%	11%	10%	10%
55	CC(=O)NNC(=O)CCn1nnc2ccccc21	4%	-0.5	43	-0.5%	0.9%	-5.2%	-11%	3%[20 µM]	2%	12%
56	Cc1nnc(NNS(=O)(=O)c2ccc(Cl)cc2)[nH]c1=O	8%	2.4	59	-0.9%[50 µM]	-0.3%	2.0%	4%	17%	-10%	6%
57	Cc1ccc(C)c(NC(=O)c2ccc(S(=O)(=O)C(F)F)cc2)c1	8%	-1.2	76	4.1%[50 µM]	-0.1%	-2.6%	-29%	19%	6%	-10%
